From PubChem BioAssay
VIM-2 inh: VIM-2 metallo-beta-lactamase inhibitors, primary screen, biochemical, epi-absorbance readout, Pseudomonas aeruginosa enzyme. purified VIM-2, nitrocefin hydrolysis, epi-absorbance fluorescence. AID 1527, 2009. hit rate 0.89% among 290,000. inhibition, % at 5.6 µM;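 active = inhibition above the mean of all tested compounds plus 3 SD, cutoff set per screening run, cut at about 7.5% in these data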;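 note: red hydrolysis product quenches plate fluorescence so inhibitors raise well fluorescence; 0% = enzyme with DMSO and 100% = DMSO without enzyme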
M18AAP inhibitor: PfM18AAP inhibitors, malaria aminopeptidase, primary screen, biochemical, QFRET, recombinant enzyme. AID 1822, 2009. hit rate 1.2% among 290,000. H-Glu-NHMec fluorogenic cleavage. inhibition, % at 7.35 µM. M18 aspartyl aminopeptidase (Plasmodium falciparum 3D7);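 active = inhibition above the campaign mean inhibition over all tested compounds plus 3 SD, cut at about 28% in these data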;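 note: 0% = plate median of test compound wells and 100% = 2 mM ZnCl2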
IDE inh: human IDE inhibitors in live cells, primary screen, fluorescence polarization, HEK cells, FAbetaB substrate; Insulin-degrading enzyme (Homo sapiens), P14735; FAbetaB cleavage; inhibition, % at 5.59 µM; hit rate 0.41% among 320,000; AID 434962, 2010;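 active = percent inhibition above the average of all tested compounds plus 3 SD, set per screening campaign, cut at about 16% in these data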;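 note: IDE supplied by intact live HEK cells; FP after avidin binding of uncleaved biotin substrate so inhibition keeps polarization high; 0% = DMSO wells and 100% = 60 µM reference IDE inhibitor Ii1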
IDE cell activ: human IDE activators in live cells, primary screen, fluorescence polarization, HEK cells, FAbeta-B substrate. hit rate 0.073% among 340,000. FAbeta-B cleavage; 0% vehicle, 100% cell-free pure enzyme wells. Insulin-degrading enzyme (Homo sapiens), P14735. activation, % at 5.96 µM. AID 493087, 2011;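 active = activation above the mean of all tested compounds plus 3 SD, set per screening campaign, cut at about 17% in these data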
HCV NS3 hel inh: inhibitors of HCV NS3 helicase, primary screen, biochemical, Cy5 molecular beacon fluorescence; hit rate 0.56% among 290,000; Hepatitis C virus NS3 helicase; NS3 helicase DNA unwinding; inhibition, % at 10.9 µM;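 active = inhibition above the mean of all tested compounds plus 3 SD, set per campaign, cut at about 35% in these data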;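 note: 0% = DMSO wells and 100% = thioflavine S control wells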
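test system = hepatitis C virus NS3 helicase domain fragment enzyme | reagent = annealed dual-labelled DNA beacon duplex, ATP-started | times = 1 h at 25 °C | detection = Cy5 fluorescence, 0 and 60 min reads | read-out basis = percent inhibition from t60/t0 fluorescence ratio | control set = DMSO and thioflavine S | replication = one well per compound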
SUMO HTRF inh: inhibitors of in vitro SUMOylation cascade, primary screen, biochemical, HTRF, uHTS; inhibition, % at 35 µM; HTRF SUMOylation assay, SAE1/SAE2 + UBC9; hit rate 0.36% among 290,000; AID 2006, 2009; in the data active = inhibition above about 50%, passing the limit was not always enough; note: strong numbers were not always called active
Target sequence (P63279 whole entry, looked up): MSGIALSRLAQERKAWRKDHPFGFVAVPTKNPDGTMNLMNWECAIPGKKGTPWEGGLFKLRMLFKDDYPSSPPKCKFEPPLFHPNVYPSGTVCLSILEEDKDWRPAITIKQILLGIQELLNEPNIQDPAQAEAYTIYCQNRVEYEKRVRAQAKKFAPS
DNA FID counter: compounds displacing fluorescent DNA intercalator, primary screen, artefact control for HCV NS3 helicase inhibitor project, biochemical, FID fluorescence | DNA fluorescent intercalator displacement | inhibition, % at 7.9 µM | hit rate 0.17% among 290,000 | AID 1845, 2009; in the data active = inhibition above about 37%;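 note: 0% = vehicle and 100% = reference compound; higher means more ethidium bromide displaced from hairpin DNA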
IMP-1 inhibitor: IMP-1 metallo-beta-lactamase inhibitors, primary screen, biochemical, epi-absorbance readout, Pseudomonas aeruginosa enzyme; purified IMP-1, nitrocefin hydrolysis, epi-absorbance fluorescence; metallo-beta-lactamase IMP-1 (Pseudomonas aeruginosa); AID 1556, 2009; hit rate 0.45% among 290,000; inhibition, % at 5.6 µM;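 active = inhibition above the mean plus 3 SD of all compounds in the same screening run, cut at about 4.5% in these data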;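 note: 0% = IMP-1 with DMSO and 100% = DMSO wells lacking enzyme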
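System: Purified recombinant IMP-1 metallo-beta-lactamase enzyme | Measured by: Fluorescence quenching readout, ex 480/em 530 nm | Replication: Singlicate | Incubation: 15 min preincubation plus 25 min reaction at 25 °C | Evaluation: Percent inhibition from optical density relative to buffer-blank wells | Benchmarks: DMSO with and without IMP-1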
pCIP destab: p/CIP-EGFP fusion destabilizers, primary screen, fluorescence, F442A cells | Q05BA5 | 16 h | decrease of EGFP signal, % at 10 µM | hit rate 0.01% among 290,000;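 active = EGFP signal decrease of at least 30% at 10 µM or well 3 SD below plate mean, unless failing retest; inactive = the rest, including hits failing retest or dose response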; note: some compounds called inactive have numbers as strong as hits; many of its hits are not listed in these tables
Numbers without * were called inactive; · = no result given; & = joins results of further samples.

item	mol	VIM-2 inh	M18AAP inhibitor	IDE inh	IDE cell activ	HCV NS3 hel inh
1	Cc1c(NS(=O)(=O)CC23CCC(CC2=O)C3(C)C)c(=O)n(-c2ccccc2)n1C (stereo not given)	-2.2	5	-3	-4	6
2	Cc1ccc(NCCC(=O)c2cccs2)cc1C	-0.5	0	4	3	-5
3	Cc1ccccc1C(=O)NC(C)C1CC2CCC1C2 (stereo not given)	-1.8	2	-1	1	0
4	COc1cc(/C=N/N2CCN(Cc3ccc(Cl)cc3)CC2)cc(Br)c1O	2.1	0	-3	1	-14
5	Cc1cc(N2CCN(c3ccc(F)cc3)CC2)n2ncnc2n1	-0.7	-9	-3	1	0
6	Nc1nonc1-c1noc(COc2ccccc2Cl)n1	-3.7	-9	3	5	8
7	CCc1ccc(S(=O)(=O)Nc2ccccn2)cc1	-2.6	-1	2	-2	-2
8	O=C(C1CCN(S(=O)(=O)c2cccc3nsnc23)CC1)N1CCCCC1	-2.1	3	-1	-1	10
9	COc1ccc(NC(=O)C(=S)NC2CCCCC2)cc1	-0.4	9	7	1	-9
10	C(=C\c1ccccc1)/CNn1cnnc1	1.1	-6	4	-1	20
11	COc1ccc(S(=O)(=O)N2CCOCC2)cc1NC(=O)c1cccc2c(=O)c(C)c(-c3ccccc3)oc12	-0.5	1	6	-5	-1
12	COc1ccc(C(CCN2CCCCC2)c2c(OC)cc(OC)c3c(-c4ccccc4)cc(=O)oc23)cc1 (stereo not given)	·	·	-1	8	·
13	Cc1ccc(C)c(N2N=C(C(=O)Nc3nccs3)CCC2=O)c1	-2.0	-11	2	0	-7
14	COc1ccc(S(=O)(=O)N2CCC(C(=O)NC3CC3)CC2)cc1OC	-2.2	-3	2	1	3
15	CC(NC(=O)CCc1ccc(S(=O)(=O)NC2CCCCC2)cc1)c1ccccc1 (stereo not given)	1.1	-4	-5	5	-9

item	SUMO HTRF inh	DNA FID counter	IMP-1 inhibitor	pCIP destab
1	20	-11	1.1	-11
2	1	0	-2.0	-6
3	10	-14	-2.9	4
4	0	-1	-0.5	-11
5	18	-3	0.6	0
6	-5	2	-4.0	-2
7	9	-2	-2.9	8
8	-1	-13	-4.2	-9
9	8	-7	-1.6	-9
10	-4	0	-0.1	-18
11	-16	-2	-3.0	7
12	8	·	·	7
13	9	-10	-3.4	-6
14	14	-2	-1.8	-39
15	13	-31	-3.9	-12

Retrieved by compound from the entries so far (five):
item	mol	VIM-2 inh	M18AAP inhibitor	IDE inh	IDE cell activ	HCV NS3 hel inh
13	Cc1ccc(C)c(N2N=C(C(=O)Nc3nccs3)CCC2=O)c1	-2.0	-11	2	0	-7
4	COc1cc(/C=N/N2CCN(Cc3ccc(Cl)cc3)CC2)cc(Br)c1O	2.1	0	-3	1	-14
7	CCc1ccc(S(=O)(=O)Nc2ccccn2)cc1	-2.6	-1	2	-2	-2
12	COc1ccc(C(CCN2CCCCC2)c2c(OC)cc(OC)c3c(-c4ccccc4)cc(=O)oc23)cc1 (stereo not given)	·	·	-1	8	·
6	Nc1nonc1-c1noc(COc2ccccc2Cl)n1	-3.7	-9	3	5	8

item	SUMO HTRF inh	DNA FID counter	IMP-1 inhibitor	pCIP destab
13	9	-10	-3.4	-6
4	0	-1	-0.5	-11
7	9	-2	-2.9	8
12	8	·	·	7
6	-5	2	-4.0	-2

Following part:
item	mol	VIM-2 inh	M18AAP inhibitor	IDE inh	IDE cell activ	HCV NS3 hel inh
16	O=C(NC(=S)Nc1cccc(F)c1)c1cccc([N+](=O)[O-])c1	-2.5	16	-4	1	2
17	Cn1c(SCc2ccccc2Cl)nc2ccccc21	-2.6	-3	1	-2	-8
18	COc1cc2c(cc1OC)C(C1C(=O)CCCC1=O)N(C(=O)CCl)CC2 (stereo not given)	-3.8	2	-2	8	8
19	O=C(O)c1ccccc1-c1ccccc1C(=O)Nc1ccccc1	-6.4	2	4	3	6
20	Cc1nc(Cl)c(S(N)(=O)=O)c(C)c1Cl	1.8	-7	-2	·	5
21	CCCc1cc(=O)[nH]c(SC(CC)C(=O)Nc2ccccc2C#N)n1 (stereo not given)	-2.6	6	3	1	11
22	CC(C)CN1CCN(Cc2ccc(CN3CCCCC3)s2)CC1CCO (stereo not given)	0.1	-10	0	3	-5
23	Fc1ccc(CSc2ccc(-c3cccs3)nn2)cc1	-1.6	-6	2	-1	-5
24	Cc1cc(C(=O)COC(=O)CCc2nc3ccccc3s2)c(C)n1C	-3.9	16	2	4	-6
25	CC(=O)Nc1ccc(S(=O)(=O)N2CCC(N3CCCCC3)CC2)cc1	-2.1	5	2	2	5
26	COc1ccc(/C=C2\SC(=S)N(CCCC(=O)Nc3ccc(C(=O)O)cc3)C2=O)cc1OC	0.9	0	-1	2	11
27	O=C(CSc1ncnc2c1oc1ccccc12)Nc1nccs1	0.3	-3	6	5	-1
28	O=C(NCc1ccco1)C1CC(c2ccc(Cl)cc2)=NO1 (stereo not given)	-5.5	2	6	-1	14
29	COC(=O)c1cc(NC(=O)CSc2ncn[nH]2)ccc1Cl	-3.4	13	·	2	-5
30	CCc1ccc(-c2cc(C)no2)cc1S(=O)(=O)Nc1cccc(CN2CCCC2)c1	-1.1	0	1	0	-26

item	SUMO HTRF inh	DNA FID counter	IMP-1 inhibitor	pCIP destab
16	2	1	0.5	3
17	3	-8	-4.8	-8
18	24	-2	-0.9	-6
19	-6	-3	-1.7	-6
20	7	0	-2.0	-13
21	5	-6	-1.5	10
22	-10	4	-1.0	4
23	15	3	-2.3	-3
24	7	-20	-1.8	-4
25	13	0	1.2	-8
26	14	-23	-0.6	-10
27	3	-1	-1.6	1
28	5	-6	-5.3	-10
29	-7	-6	-0.8	-2
30	-2	17	-1.2	10

Later entries:
item	mol	VIM-2 inh	M18AAP inhibitor	IDE inh	IDE cell activ	HCV NS3 hel inh
31	O=C(NCc1ccco1)c1ccc(CS(=O)Cc2cccc(Cl)c2)o1 (stereo not given)	-1.2	15	-1	2	11
32	CN(C)c1ccc(CNc2ncn[nH]2)cc1	-2.6	37*	8	2	1
33	COC(=O)Cc1c(C)c2ccc(OCC(=O)N(C)C)cc2oc1=O	2.5	9	0	5	-2
34	CC(C)CN(C(=O)c1cccc(Cl)c1)c1c(N)n(CC(C)C)c(=O)[nH]c1=O	0.0	0	4	-2	14
35	NS(=O)(=O)c1ccc(O)c(N2C(=O)c3cccc4c(C(=O)c5ccccc5)ccc(c34)C2=O)c1	3.6	12	·	·	-3
36	O=C(COC(=O)c1ccccc1)Nc1ccccc1N1CCOCC1	-3.2	2	-2	3	-2
37	O=C(Nc1ccccc1Br)C1CC(=O)N(c2ccc3c4c(cccc24)CC3)C1 (stereo not given)	-2.4	0	1	3	-4
38	Cc1cc2cc(CCNC(=O)c3ccc(S(=O)(=O)N4CCOCC4)cc3)c(=O)[nH]c2cc1C	2.0	1	5	7	-8
39	CCCS(=O)(=O)N1CCCC(C(=O)N2CCN(C(=O)OCC)CC2)C1 (stereo not given)	-3.1	1	0	4	-5
40	Clc1ccccc1-c1nc(-c2ccncc2)no1	1.3&-2.5	-1&1	0&3	-2	18&12
41	COc1cc(C)cc2oc(=O)c(CC(=O)N3CCN(C(=O)C4COc5ccccc5O4)CC3)c(C)c12 (stereo not given)	-1.2	2	0	2	-17
42	COc1c(C)cc(C(=O)C2CCCN(C(=O)c3snnc3C)C2)cc1C (stereo not given)	-2.1	-3	5	3	10
43	O=C1NC(=O)c2cc(NC(=O)C3CCCO3)ccc21 (stereo not given)	-4.2	4	-4	0	14
44	COc1ccc(C(=O)CC(c2ccccc2)C2C(=O)CCCC2=O)cc1 (stereo not given)	-4.1	31*	-5	1	18
45	C=CCn1cc(/C=N/N2C(=O)C3C4C=CC(C4)C3C2=O)c2ccccc21 (stereo not given)	0.7	-11	-1	1	16

item	SUMO HTRF inh	DNA FID counter	IMP-1 inhibitor	pCIP destab
31	-8	-16	0.8	1
32	-13	-2	-4.3	-23
33	26	-1	-2.9	-3
34	4	-10	-3.8	0
35	24	-4	3.4	-8
36	20	-17	-2.6	-3
37	23	-38	-2.4	-9
38	3	-6	-2.6	-2
39	16	0	0.2	-7
40	6&7	-10&-4	-1.3&-2.7	0&-13
41	39	-53	-1.4	-6
42	20	-17	-2.6	0
43	29	-13	-3.2	9
44	-5	-16	-3.5	-6
45	11	-4	1.2	5

Continued.
item	mol	VIM-2 inh	M18AAP inhibitor	IDE inh	IDE cell activ	HCV NS3 hel inh
46	CC1=CC(C)(C)n2c(O)c(N=NC(N)=S)c3cc(C)cc1c32	-4.0	-3	0	3	0
47	COc1ccc(C(=O)N/N=C(\C)CC(=O)Nc2ccc(N(C)C)cc2)c(OC)c1	-1.9	-1	4	6	2
48	CCN(CC)c1ccc(NC(=O)c2nc3nc(C)cc(C(F)F)n3n2)cc1	-2.6	9	3	9	-1
49	CC1=NN2C(=N)/C(=C\c3cc(C)n(-c4cccc(C)c4)c3C)C(=O)N=C2S1	-4.0	1	4	3	-10
50	N#C/C(=C\c1ccc(OCc2ccc(Cl)cc2)cc1)C(=O)Nc1cccc(C(=O)O)c1	-3.0	0	-8	-1	-6
51	Cc1ccc(NC(=O)CN2C(=O)CSc3ccc(S(=O)(=O)N4CCCCC4)cc32)cc1	-4.2	-1	5	10	-11
52	CCCCOc1ccc(C2(C)CC(=O)NC2=O)cc1 (stereo not given)	-0.1	-5	2	-1	-1
53	Fc1ccc(-c2nnc(CSc3nnc(-c4cccs4)o3)o2)cc1	-4.0	-1	-4	2	2
54	O=C(CSc1ncccc1C(=O)O)NCCC1=CCCCC1	-0.4	6	-7	8	7

item	SUMO HTRF inh	DNA FID counter	IMP-1 inhibitor	pCIP destab
46	9	-16	-1.9	6
47	-8	-20	-4.5	0
48	-16	-9	-2.6	-10
49	17	-12	-3.9	8
50	54*	-15	-0.5	-2
51	·	-42	-0.9	-6
52	-40	-8	-2.8	-11
53	13	-19	-1.6	0
54	26	5	-3.3	-2

Among those listed so far, these have a cyano group:
item	mol	VIM-2 inh	M18AAP inhibitor	IDE inh	IDE cell activ	HCV NS3 hel inh
21	CCCc1cc(=O)[nH]c(SC(CC)C(=O)Nc2ccccc2C#N)n1 (stereo not given)	-2.6	6	3	1	11
50	N#C/C(=C\c1ccc(OCc2ccc(Cl)cc2)cc1)C(=O)Nc1cccc(C(=O)O)c1	-3.0	0	-8	-1	-6

item	SUMO HTRF inh	DNA FID counter	IMP-1 inhibitor	pCIP destab
21	5	-6	-1.5	10
50	54*	-15	-0.5	-2

An unsorted share of the library. Share with any hit: about 3.6%.
